Screening results deposited in PubChem BioAssay by several laboratories.
KKLEB cytotox: counter-screen for CF NF-kB inhibitors: cytotoxicity; activity change (cytotoxicity), % at 5 µM; hit rate 0.36% among 360,000; KKLEB CF airway cells viability, ATPlite luminescence, overnight; stronger effect = lower value; cells stimulated with P. aeruginosa culture filtrate;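 active means corrected activity change at or below -50% at 5 µM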
TRAIL sens C8: caspase-8 TRAIL sensitization. NB7+C8 cells + TRAIL, ATPlite viability luminescence. inhibition (viability loss, TRAIL sensitization), % at 10 µM. hit rate 1% among 360,000. AID 624354;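 active means compounds causing at least 50% loss of cell viability in the single-dose screen, relative to plate controls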
NR2E3 ag-1: agonists of human nuclear receptor NR2E3; Q9Y5X4; GST-NR2E3/biotin-RetCOR TR-FRET, 1536-well; inhibition of corepressor binding, % at 4.78 µM; hit rate 0.12% among 320,000; AID 2300;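 active means percent inhibition above the cutoff of mean plus 3 SD of all tested compounds, set per screening campaign, cut at about 20% in these data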;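 further: 0% = DMSO wells and 100% = biotin wells as full block of FRET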
Target sequence (Q9Y5X4 whole entry, looked up): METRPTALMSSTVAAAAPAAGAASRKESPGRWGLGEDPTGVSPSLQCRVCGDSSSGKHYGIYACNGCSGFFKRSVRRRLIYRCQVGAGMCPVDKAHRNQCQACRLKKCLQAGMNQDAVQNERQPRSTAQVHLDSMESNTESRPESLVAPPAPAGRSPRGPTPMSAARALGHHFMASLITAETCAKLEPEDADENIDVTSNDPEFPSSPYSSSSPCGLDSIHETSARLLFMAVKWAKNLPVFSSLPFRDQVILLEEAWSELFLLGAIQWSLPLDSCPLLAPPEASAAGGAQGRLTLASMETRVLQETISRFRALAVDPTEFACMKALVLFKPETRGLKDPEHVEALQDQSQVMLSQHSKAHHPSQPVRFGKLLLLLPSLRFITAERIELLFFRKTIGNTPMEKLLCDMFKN
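Material – GST-tagged NR2E3 plus biotinylated RetCOR corepressor · Quantity – NR2E3 fusion 1.35 nM · Times – 5 h incubation at 4 °C · Medium – pH 7.5 Tris-based buffer · Technique – TR-FRET, Eu(K)-anti-GST donor, streptavidin-D2 acceptor, ex 340, em 617/671 nm · Benchmarks – high control biotin, low control 0.6% DMSO · Format – 1536-well plates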
HIF-2a block: inhibitors of HIF-2a. 786-0 RCC cells HIF-2a reporter, luciferase luminescence, overnight. inhibition, % at 18.8 µM. hit rate 0.72% among 360,000;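 active means inhibition of the luminescence signal of 40% or more relative to plate controls, in a single-dose primary screen at 18.75 µM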
Shn3 inh set2: reduces Shn3 3'UTR luciferase signal in osteoblasts. Clone20 osteoblast Shn3 3'UTR firefly luciferase, 24 h. inhibition, % at 12.5 µM. hit rate 0.52% among 360,000;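 active means mean inhibition of at least 75% with every replicate also reaching 75%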;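 further: 0% = median of neutral control wells and 100% = pilot-screen positive control compound; some compounds past the cut are filed as inactive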
iPSC survival up: hiPSC single-cell survival enhancement; AID 602274; hit rate 0.044% among 360,000; ATPlite luminescence; 100% = ROCK inhibitor wells, 0% = DMSO; survival enhancement, % at 20 µM; in the data active means survival enhancement above about 18%;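 further: cells exposed to compounds for 16 hours before the ATP read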
NR2E3 ag-2: agonists of human NR2E3 nuclear receptor | inhibition of corepressor binding, % at 3.98 µM | AID 602229 | hit rate 0.35% among 360,000 | CHO-S Gal4-NCOR/VP16-NR2E3 two-hybrid, luciferase | Q9Y5X4;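 active means inhibition above the mean of all tested compounds plus 3 SD, cut at about 70% in these data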;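 further: 0% = DMSO with NR2E3 transfected cells and 100% = cells lacking NR2E3 construct; higher means lower luciferase signal from less NR2E3 corepressor binding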
TRPM1 prom inh: inhibitors of MITF-driven TRPM1 promoter in melanoma cells; hit rate 0.83% among 330,000; AID 488899; SK-MEL-5 TRPM1 promoter luciferase, 24 h; inhibition, % at 12.5 µM;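 active means mean inhibition across replicates of 60% or more, whatever share of single replicates reaches that level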; further: values of inactives mirror those of a sister screen read the other way
Peg3 prom inh: inhibitors of Peg3 promoter; HeLa PEG-Prom luciferase reporter, luminescence, overnight; inhibition, % at 20 µM; hit rate 1.7% among 360,000; AID 588405;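 active means inhibition of at least 50% at 20 µM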
LMP1 NFkB inh: reduces LMP1-driven NF-kappaB luciferase signal. LMP1-induced NF-kappaB luciferase reporter cells, luminescence. inhibition, % at 12.5 µM. hit rate 0.69% among 350,000. AID 504558; in the data active means inhibition above about 41%;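 further: 0% = neutral control wells and 100% = reference inhibitor control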
CF NFkB inh: cystic fibrosis NF-kB activation inhibition; hit rate 0.86% among 360,000; KKLEB NF-kB-GFP reporter, PAF-induced, GFP fluorescence overnight; inhibition, % at 5 µM; AID 588850;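 active means at least 50% inhibition at 5 µM, scaled per plate between neutral and stimulator controls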;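 further: PAF is a Pseudomonas aeruginosa culture filtrate used as stimulus; plate controls were PAF-stimulated DMSO wells for no effect and unstimulated DMSO wells for full effect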
Starred values were filed as active, the others as inactive; · = no result given. A portion of the library. The share of hits here may be higher or lower than overall.

item	smiles	KKLEB cytotox	TRAIL sens C8	NR2E3 ag-1	HIF-2a block	Shn3 inh set2	iPSC survival up
1	CC(C)CNC(=S)NC(=O)c1ccc(F)cc1	1	-3	5	-173	-35	0.3
2	CC(C)Cn1c(CCC(=O)O)ccc1-c1cccs1	6	5	6	7	13	0.1
3	Oc1c(C=C2N=c3ccccc3=N2)sc(=S)n1C1CCCC1	15	2	4	-32	-7	-2.4
4	CCNC(=S)NNC(=O)c1csc(C)c1	-1	0	-1	-1	-3	-1.3
5	COc1ccccc1N1CCN(CC(O)COc2c(OC)cccc2OC)CC1 (stereo unspecified)	0	1	2	27	8	-2.2
6	CCCc1nc2sc3ccccc3c(=O)c2c(=O)n1Cc1ccco1	1	-2	·	-32	10	0.2
7	CC(C)(C)OC(=O)N1CCN(C(=O)c2cccnc2Cl)CC1	-8	3	5	7	5	2.6
8	O=C(Nc1ccc(S(=O)(=O)N2CCCCC2)cc1)C1CCCCC1	14	14	5	19	4	-0.5
9	COc1ccc(CNc2nc3c(c(=O)[nH]c(=O)n3C)n2Cc2ccccc2)cc1	-2	-6	2	1	-10	0.1
10	O=C(Cc1ccc(Cl)cc1)Nc1ccc(C(=O)N2CCOCC2)cc1	3	-20	1	-18	4	-3.7
11	CC(=O)c1ccc(S(=O)(=O)N(C)CC(=O)Nc2ccc(C)cc2)cc1	-3	2	1	-5	0	-0.4
12	COc1ccc(CCNC(=O)c2ccc(NC(=O)CC3SC(N4CCCCC4)=NC3=O)cc2)cc1OC (stereo unspecified)	-25	1	·	1	-22	0.9
13	CCOC(=O)C1CCN(C(c2cc3ccc(C)cc3[nH]c2=O)c2nnnn2C2CCCCC2)CC1 (stereo unspecified)	3	15	-2	-18	15	-3.4
14	CCCC1=C(C(=O)OCC)C(c2ccccc2OCC)NC(=O)N1C (stereo unspecified)	1	2	3	8	13	2.1
15	CSCCC(NS(=O)(=O)c1ccc(Cl)cc1)C(=O)N1CCN(c2ccccc2)CC1 (stereo unspecified)	-3	-11	·	2	-3	-2.6

item	NR2E3 ag-2	TRPM1 prom inh	Peg3 prom inh	LMP1 NFkB inh	CF NFkB inh
1	-54	-70	-181	-17	-9
2	-25	8	3	-18	11
3	-34	-3	-25	-7	-19
4	10	6	-14	1	0
5	-56	6	3	16	-8
6	-6	16	7	-3	-18
7	-8	12	8	2	-5
8	23	11	7	0	-10
9	-7	·	17	-2	3
10	23	1	-1	-3	3
11	-24	8	-1	1	16
12	-11	10	5	0	16
13	-9	-1	11	3	-1
14	-16	8	5	-4	-2
15	9	-2	17	-6	8

(cont.)
item	smiles	KKLEB cytotox	TRAIL sens C8	NR2E3 ag-1	HIF-2a block	Shn3 inh set2	iPSC survival up
16	O=C(Oc1ccccc1C(=O)Oc1ccccc1)c1ccco1	10	5	-2	0	9	0.7
17	COc1ccccc1CNC(=O)CSc1ccc(C)cc1	-4	-6	0	-14	17	0.7
18	COc1ccc(NC(=O)CSc2nnc(Cc3cccn3C)n2CCc2ccccc2)cc1OC	-4	-2	-1	2	13	1.4
19	COc1ccc(N(C)S(=O)(=O)c2ccc3c(c2)oc(=O)n3C)cc1	-1	5	-1	25	-1	0.0
20	COC(=O)C1CCN(S(=O)(=O)c2ccc(OC)cc2)CC1	-4	-21	0	-4	-16	-2.1
21	CCNC(=O)c1c(NC(=O)C2COc3ccccc3O2)sc2c1CCCC2 (stereo unspecified)	2	25	0	27	3	5.3
22	COc1ccc(Cl)cc1NS(=O)(=O)c1cccc(C(=O)NCCCN2CCCC2=O)c1	4	3	-3	7	11	-0.3
23	Cc1nc(Oc2ccccc2)c2ccccc2n1	8	2	1	18	-23	1.4
24	CCCc1cc(C(=O)Nc2cccc(Cl)c2)no1	5	-1	0	-313	-81	-0.5
25	Cc1ccc(Cn2ncc3c(N4CCN(C5CCCC5)CC4)ncnc32)cc1	6	13	3	14	16	-0.9
26	O=C(CSc1ccc2ccccc2c1)NCCCN1CCCC1=O	-2	6	4	14	21	3.8
27	CC(=O)Nc1nc(N)n(-c2ccccc2)n1	3	-11	-5	-4	6	-1.7
28	O=C(NCc1ccc(F)cc1)C1CCC(CNc2c(N3CCCCC3)c(=O)c2=O)CC1 (stereo unspecified)	0	7	1	11	8	1.0
29	O=C(NCCC1=CCCCC1)C1CCN(C(=O)Cc2ccccc2)CC1	9	-10	7	8	-3	-0.6
30	O=C(NNC1=C(C(=O)C(F)(F)F)CCC1)c1ccccc1O	-1	25	2	-69	-2	-1.0

item	NR2E3 ag-2	TRPM1 prom inh	Peg3 prom inh	LMP1 NFkB inh	CF NFkB inh
16	12	-33	-46	-3	3
17	-4	10	-5	-6	5
18	6	1	6	5	-16
19	2	7	10	5	6
20	-12	-10	19	2	-6
21	-14	-4	44	-4	1
22	27	-4	9	3	-6
23	-7	-13	7	5	-11
24	-51	·	-387	-47	-2
25	7	12	-2	1	-4
26	-6	0	-5	3	2
27	-14	6	-3	-6	-16
28	-17	-11	3	6	1
29	-5	7	4	7	-7
30	-57	-1	-21	-6	6

(continued)
item	smiles	KKLEB cytotox	TRAIL sens C8	NR2E3 ag-1	HIF-2a block	Shn3 inh set2	iPSC survival up
31	COc1ccccc1-c1cc(C(=O)Nc2c(C)n(C)n(-c3ccccc3)c2=O)no1	7	-1	2	20	-12	0.0
32	O=C(CSc1ncnc2c1nnn2Cc1ccc(F)cc1)NC1CCCCC1	-2	-21	2	17	-3	-0.9
33	O=C(N/N=C/c1ccc(O)c2ccccc12)c1cccnc1	-9	-2	-5	10	15	-0.4
34	Cc1ccc(C)c(-n2cc[nH]c2=S)c1	-4	-4	-1	15	-2	1.1
35	O=Cc1cn(CC(=O)Nc2ccccc2)c2ccccc12	-4	6	1	16	15	1.7
36	COc1ccc(S(=O)(=O)N2CCOCC2)cc1NC(=O)COC(=O)C1CC2CCCC(C1)C2=O (stereo unspecified)	2	-2	4	6	-6	0.6
37	COC(=O)Nc1nc2ccc(-c3n[nH]c(=O)c4ccccc34)cc2[nH]1	3	-3	2	7	1	0.5
38	CC(Sc1nnc(NC2CCCCC2)s1)C(=O)N1CCOCC1 (stereo unspecified)	-12	-6	5	-5	-22	0.3
39	O=C(N=C1SC2CS(=O)(=O)CC2N1Cc1ccc(Cl)cc1)C1CCCO1 (stereo unspecified)	9	-20	-1	9	-9	-0.4
40	Clc1ccc2nc(CSc3nnc(-c4c[nH]c5ccccc45)o3)cn2c1	-12	-3	·	-12	16	-0.7
41	CCOC(=O)C1(C)CCCCCN1C(=O)c1csnn1 (stereo unspecified)	4	5	·	5	0	-0.5
42	COC(=O)C1=C(C)NC(C)=C(C(=O)OCC2CCCO2)C1c1ccc(Cl)c([N+](=O)[O-])c1 (stereo unspecified)	-5	-7	0	9	-21	0.8
43	COc1cc(CNCc2ccccn2)ccc1OCc1ccc(Cl)c(Cl)c1	-12	27	1	-244	-16	0.2
44	O=C(NC1CCCC1)c1noc2c1CCCCC2	-45	11	-1	-151	-60	-2.4
45	CS(=O)(=O)N1CCN(C(=O)c2c(F)cccc2F)CC1	15	-11	-4	7	1	3.5

item	NR2E3 ag-2	TRPM1 prom inh	Peg3 prom inh	LMP1 NFkB inh	CF NFkB inh
31	19	-2	7	5	6
32	-2	2	18	-3	29
33	-29	16	-8	-2	17
34	-10	0	2	0	-3
35	-13	·	19	-5	12
36	-16	-5	8	-27	4
37	4	15	23	-4	3
38	-15	-5	-22	-2	6
39	-3	0	2	2	-6
40	-6	7	13	-3	26
41	-16	·	-1	·	-2
42	-8	4	23	2	-8
43	-53	-106	-228	-44	11
44	-73	-34	-137	42*	48
45	-6	1	12	1	9

Single records, from the list above. Values in the order: KKLEB cytotox	TRAIL sens C8	NR2E3 ag-1	HIF-2a block	Shn3 inh set2	iPSC survival up	NR2E3 ag-2	TRPM1 prom inh	Peg3 prom inh	LMP1 NFkB inh	CF NFkB inh
`O=C(N=C1SC2CS(=O)(=O)CC2N1Cc1ccc(Cl)cc1)C1CCCO1` (stereo unspecified) is listed as 9	-20	-1	9	-9	-0.4	-3	0	2	2	-6
`Clc1ccc2nc(CSc3nnc(-c4c[nH]c5ccccc45)o3)cn2c1` is listed as -12	-3	·	-12	16	-0.7	-6	7	13	-3	26

Another view of part of the listing above:
| nr | Structure | KKLEB cytotox | TRAIL sens C8 | NR2E3 ag-1 | HIF-2a block | Shn3 inh set2 | iPSC survival up | NR2E3 ag-2 | TRPM1 prom inh | Peg3 prom inh | LMP1 NFkB inh | CF NFkB inh |
| --- | --- | --- | --- | --- | --- | --- | --- | --- | --- | --- | --- | --- |
| 36 | COc1ccc(S(=O)(=O)N2CCOCC2)cc1NC(=O)COC(=O)C1CC2CCCC(C1)C2=O (stereo unspecified) | 2 | -2 | 4 | 6 | -6 | 0.6 | -16 | -5 | 8 | -27 | 4 |
| 37 | COC(=O)Nc1nc2ccc(-c3n[nH]c(=O)c4ccccc34)cc2[nH]1 | 3 | -3 | 2 | 7 | 1 | 0.5 | 4 | 15 | 23 | -4 | 3 |
| 38 | CC(Sc1nnc(NC2CCCCC2)s1)C(=O)N1CCOCC1 (stereo unspecified) | -12 | -6 | 5 | -5 | -22 | 0.3 | -15 | -5 | -22 | -2 | 6 |

Other compounds
item	smiles	KKLEB cytotox	TRAIL sens C8	NR2E3 ag-1	HIF-2a block	Shn3 inh set2	iPSC survival up
46	Cc1ccc(NC(=O)C2COc3ccccc3O2)cc1S(=O)(=O)N1CCOCC1 (stereo unspecified)	-4	0	-4	-7	-24	0.2
47	COc1ccc(C2NC(=O)NC(O)(C(F)(F)F)C2C(=O)c2ccc(F)cc2)cc1 (stereo unspecified)	-11	-6	-2	-7	-22	-0.2
48	Cc1ccc2c(COC(=O)c3ccc(NC(=O)CC#N)cc3)cc(=O)oc2c1C	-2	-9	1	-23	-21	-0.1
49	C=C(C)CN(Cc1ccccc1)C(=S)Nc1ccccc1	0	14	-8	-4	20	0.4
50	CC(=O)NCC(=O)N1CCCC(C(=O)c2ccc(-c3ccccc3)c(F)c2)C1 (stereo unspecified)	17	23	4	16	-51	-0.8
51	O=C(NCc1ccc(Cl)cc1)c1ccc(Cl)cc1[N+](=O)[O-]	4	-11	2	-5	-11	-0.9
52	CC1CN(CCC(=O)Nc2ccc3c(c2)OCO3)CC(C)O1 (stereo unspecified)	-19	6	-3	-14	-14	-0.1

item	NR2E3 ag-2	TRPM1 prom inh	Peg3 prom inh	LMP1 NFkB inh	CF NFkB inh
46	-23	-4	-10	-2	-55
47	-18	7	-2	6	6
48	-38	-16	-55	-8	10
49	7	-10	14	-3	4
50	-15	0	-3	-9	-12
51	6	-4	-23	-3	-5
52	16	-14	4	-5	22

Screen by screen, quoted from above:
CF NFkB inh, nos. 46 to 52 → -55, 6, 10, 4, -12, -5, 22
HIF-2a block, nos. 46 to 52 → -7, -7, -23, -4, 16, -5, -14
LMP1 NFkB inh, nos. 46 to 52 → -2, 6, -8, -3, -9, -3, -5
